From PubChem
Wnt act – Wnt/beta-catenin pathway activators, primary screen, cell-based, plate reader, single point; Wnt/beta-catenin reporter cell assay, activator; activation, % at 9.35 µM; actives 1.2% (n = 300,000); in the data active means activation above about 30%, passing the limit was not always enough;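 further: 0% = neutral control wells and 100% = positive control wells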
E coli growth – E. coli V3065 growth inhibition, primary screen, counter-screen for AddAB inhibitor project, absorbance, OD600; AID 449728, 2010; actives 0.27% (n = 330,000); inhibition, % at 11.9 µM; 18 h;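 active means inhibition above the campaign's mean inhibition across all tested compounds plus 3 SD, cut at about 9.9% in these data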;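 further: uninfected addAB+ strain grown without phage in ampicillin broth; 0% = DMSO wells and 100% = ciprofloxacin 0.95 µg/ml wells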
MITF TRPM1 HTS – activators of MITF-driven TRPM1 promoter reporter, primary screen, cell-based, SK-MEL-5, luciferase, single point | SK-MEL-5 TRPM1-promoter luciferase, 24 h; % of positive control, neutral wells = 0 | activation, % at 12.5 µM | actives 0.75% (n = 300,000) | AID 588334, 2011;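 active means mean activation of at least 80% with every replicate also reaching 80%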;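 further: 0% = neutral control wells and 100% = parthenolide positive control wells; values of inactives mirror those of a sister screen read the other way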
AddAB inh – growth inhibition of E. coli expressing H. pylori AddAB, primary screen, AddAB inhibitor project, absorbance. inhibition, % at 11.9 µM. actives 0.29% (n = 330,000). AID 435030, 2010; in the data active means inhibition above about 12%;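 further: 0% = vehicle wells of infected cells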
SR-BI uptake up – activators of SR-BI mediated DiI-HDL uptake, primary screen, ldlA[mSR-BI] CHO cells, DiI fluorescence. 3 h; 100 = double the neutral-control signal. activation, % at 12.5 µM. actives 0.096% (n = 320,000);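 active means mean replicate activation of at least 60% and every replicate at or above 60%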;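 further: 0% = median plate neutral-control signal and 100% = twice that signal; values of inactives mirror those of a sister screen read the other way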
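System: CHO ldlA[mSR-BI] cells / Medium: HEPES-buffered (25 mM, pH 7.4) F12 plus 0.5% BSA / Probe or stimulus: labelled HDL, 10 µg/mL / Doses: single compound concentration, delivered by pin transfer / Schedule: 3 h, 37 °C / Measured by: DiI fluorescence, bottom read / Measure: cell-associated DiI fluorescence as measure of HDL uptake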
SR-BI DiI inh – inhibitors of SR-BI mediated HDL lipid uptake, primary screen, ldlA[mSR-BI] cells, fluorescence, single point; actives 0.96% (n = 320,000); ldlA[mSR-BI] CHO cells, DiI-HDL uptake fluorescence, 3 h; inhibition, % at 12.5 µM; Scavenger receptor class B member 1 (Mus musculus), Q61009;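 active means mean replicate inhibition of at least 70% and a set share of replicates each scoring 70 or more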;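 further: 0% = median of neutral control wells and 100% = median of positive control wells; values of inactives mirror those of a sister screen read the other way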
Target sequence (Q61009 whole entry, looked up): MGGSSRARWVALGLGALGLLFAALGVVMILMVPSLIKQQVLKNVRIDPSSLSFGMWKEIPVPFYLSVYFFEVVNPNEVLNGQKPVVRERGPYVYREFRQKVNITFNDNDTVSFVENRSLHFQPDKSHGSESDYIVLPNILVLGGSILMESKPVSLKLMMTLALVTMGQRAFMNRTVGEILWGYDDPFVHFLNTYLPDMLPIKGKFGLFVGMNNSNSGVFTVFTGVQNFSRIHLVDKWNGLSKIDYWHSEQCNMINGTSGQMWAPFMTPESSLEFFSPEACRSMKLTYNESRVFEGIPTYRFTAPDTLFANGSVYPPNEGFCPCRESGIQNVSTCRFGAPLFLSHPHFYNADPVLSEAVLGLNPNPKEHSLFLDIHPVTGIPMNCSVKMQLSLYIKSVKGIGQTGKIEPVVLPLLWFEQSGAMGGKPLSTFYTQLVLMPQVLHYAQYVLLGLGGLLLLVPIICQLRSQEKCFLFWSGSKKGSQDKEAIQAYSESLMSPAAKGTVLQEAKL
phage Ecoli inh – growth loss of phage-infected E. coli, primary screen, RecBCD inhibitor project, absorbance, with phage, HTS; inhibition, % at 11.9 µM; actives 0.26% (n = 360,000); in the data active means inhibition above about 11%
Tat transport – E. coli Tat export inhibitors, primary screen, MC4100, TorA-mCherry reporter, fluorescence, single point. inhibition, % at 10 µM. actives 0.036% (n = 340,000). AID 488895, 2010;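 active means mean replicate inhibition at least 50% and at least half of replicates individually reaching 50%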;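 further: exported cargo escapes ClpAP degradation while cytoplasmic cargo is degraded and loses fluorescence; 0% = median of neutral control wells and 100% = median of NaSCN control wells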
CAL PDZ FP-1 – CAL PDZ peptide-binding inhibitors, primary screen, biochemical, fluorescence polarization, Cer-tagged CAL PDZ, HTS. purified CAL PDZ, TMR-peptide fluorescence polarization, 1 h. AID 504414, 2011. inhibition, % at 20 µM. actives 0.02% (n = 330,000);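 active means highest replicate inhibition of at least 40%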;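 further: plate controls were DMSO neutral control wells for no effect and unlabeled competitor peptide control wells for full effect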
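Test system: purified CerCALP PDZ construct; Compound dosing: one concentration, 20 µM compound; Also added: TMR-labelled reporter peptide T*-PRC34 bound in PDZ groove; Read-out: inhibition from polarization loss; Controls: unlabelled peptide and DMSO controls; Signal: FP readout, S and P plane fluorescence; Incubation: 1 h at RT.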
CAL PDZ FP-2 – untagged CAL PDZ binding inhibitors, primary screen, biochemical, fluorescence polarization, HTS; actives 0.92% (n = 300,000); inhibition, % at 24.9 µM; AID 602252, 2012; purified CAL PDZ, TMR-peptide fluorescence polarization, 1 h;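 active means mean inhibition of at least 30% with at least half of replicates also reaching 30%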;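 further: 0% = DMSO neutral control and 100% = excess unlabeled competitor peptide PRC23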
An asterisk follows results filed as active; nt = no result given.

SMILES	Wnt act	E coli growth	MITF TRPM1 HTS	AddAB inh	SR-BI uptake up	SR-BI DiI inh	phage Ecoli inh	Tat transport	CAL PDZ FP-1	CAL PDZ FP-2
COc1ccc(-n2nnnc2S(=O)(=O)CC(=O)N2CCCCC2)cc1	-0.8	-0.2	-74.1	2.6	0.0	0.0	2.7	-3.9	0.7	nt
COCCNc1oc(/C=C/c2ccc(F)cc2)nc1S(=O)(=O)c1ccccc1	-1.9	2.5	7.7	6.5	7.6	-7.6	-1.4	3.1	-0.1	-0.9
Cc1ccc2oc(C(=O)NCc3ccc4c(c3)OCO4)c(C)c2c1	-0.3	0.9	16.6	3.3	15.6	-15.6	3.7	8.7	nt	6.5
Cc1nc(SCC(O)CCl)c([N+](=O)[O-])[nH]1 (stereo not drawn)	nt	0.6	0.6	-0.5	31.7	-31.7	2.1	-8.8	-0.6	-0.1
Cc1nn(C(C)C(=O)NCCc2cccs2)c(=O)c2nn(-c3ccccc3)c(C)c12 (stereo not drawn)	2.9	2.1	-0.9	4.6	11.0	-11.0	2.5	0.1	-0.5	nt
CCOC(=O)C1CCCCN1Cc1ccc(OC)c(OC)c1 (stereo not drawn)	-3.3	-3.2	nt	1.6	7.1	-7.1	0.5	4.6	-0.1	-2.0
Cc1ccc(Cn2ncc3c(N4CCN(CC#N)CC4)ncnc32)cc1	-1.7	-0.6	1.6	-1.9	12.9	-12.9	2.6	0.2	0.3	0.1
CSc1ccc(S(=O)(=O)N(C)Cc2ccccc2)cc1	-10.5	-0.1	6.6	1.6	17.7	-17.7	1.1	6.7	-4.5	-0.6
N#C/C(N)=C(/C#N)N=Cc1cccc(Cl)c1	2.9	2.3	nt	6.3	-9.3	9.3	0.2	-1.4	-0.6	-6.9
Cc1ccc(S(=O)(=O)N(C)c2c(C)ccc(S(N)(=O)=O)c2C)cc1	-1.7	0.8	-3.8	0.0	-5.9	5.9	6.1	1.5	-1.3	-5.7
Cc1c(C)n(C)c2ccc(C(=O)NCCCN3CCCC3)cc12	-0.6	-2.1	-4.6	2.6	nt	43.3	3.3	-9.1	-1.9	-5.6
Cc1ccc(C(C(=O)NC2CCCCC2)N(CC2CCCO2)C(=O)CCCC(=O)Nc2ccccn2)cc1 (stereo not drawn)	-2.4	3.9	2.8	2.1	18.2	-18.2	-0.9	-0.3	-2.8	-4.3
O=C(Nc1cccc(S(=O)(=O)N2CCCCC2)c1)c1ccc(Cl)nc1	-3.5	2.8	-20.3	2.9	-67.6	67.6	0.0	-4.9	-1.3	nt
CCOC(=O)N/N=C/C=C/c1ccccc1	nt	-2.8	24.5	1.1	5.1	-5.1	0.0	1.8	0.1	-4.6
O=C1[C@H]2[C@H](C=CC[C@H]2C(=O)N2CCN(c3ccccc3)CC2)CCN1Cc1ccccc1	-0.3	-0.3	-1.6	3.4	19.6	-19.6	3.3	-7.2	-1.1	2.4
O=C(O)CSCC(=O)N1CCN(c2cc(C(F)(F)F)nc3ccccc23)CC1	-0.7	-0.3	15.6	5.6	8.9	-8.9	0.2	7.2	-0.9	-10.7
COc1cccc(C(=O)NNc2c3ccccc3nc3ccccc23)c1	-2.4	-0.8	nt	0.3	-51.3	51.3	0.2	-0.8	0.1	-3.9
Cc1nn(C)c(C)c1/C=C1/SC(=S)NC1=O	-1.8	3.0	15.7	2.4	13.5	-13.5	3.7	-7.4	1.3	nt
COc1cc2c(c(OC)c1OC)CCc1cnoc1-2	-3.4	-1.3	3.2	-1.7	-18.8	18.8	1.2	8.5	-2.9	-2.0
CC1(c2ccco2)NC(=O)NC1=O (stereo not drawn)	nt	3.0	-5.3	1.1	33.9	-33.9	0.0	-0.4	0.5	2.7
CCOc1ccc(Oc2cc(N)cc([N+](=O)[O-])c2)cc1	8.7	-2.4	11.6	1.6	-14.1	14.1	2.6	1.5	-0.2	-2.5
O=C(Nc1ccnn1C1CCN(C2CCC2)CC1)c1ccccc1Cl	-2.2	2.3	-1.3	1.5	14.0	-14.0	0.6	0.1	0.1	17.4
Cn1cccc1C(=O)N1CCN(S(=O)(=O)c2ccccc2)CC1	3.2	-0.3	0.5	-0.9	-1.4	1.4	3.5	4.0	-0.7	-2.8
Cc1ncc(C(=O)O)c(C(=O)O)c1N	-2.1	-1.4	-1.1	-0.3	12.0	-12.0	1.2	-1.8	-0.8	-0.9
COc1ccc2oc(C(=O)Nc3nnc(C)s3)c(C)c2c1	34.4*	-1.8	37.5	-2.7	-21.4	21.4	0.5	4.1	0.2	-0.3
O=C(C1CCN(c2nnc(N3CCCC3=O)s2)CC1)N1CCN(c2cccc(C(F)(F)F)c2)CC1	0.1	2.6	0.3	4.5	-19.6	19.6	-1.0	-2.2	-1.3	-0.7
CCOc1c(C(=O)CC)cc2c(C)cc(=O)oc2c1C	0.5	-0.9	-2.9	0.3	-9.0	9.0	1.9	7.6	0.1	-4.6
CCCn1cc(CN2CCC(C(=O)Nc3cccc(-c4cscn4)c3)CC2)c(C)n1	-1.4	-0.8	-11.6	0.8	-5.6	5.6	-1.3	-7.8	-1.3	-5.2
CCc1nnc(NC(=O)Cn2nc(-c3ccccc3OC)ccc2=O)s1	nt	2.6	-7.2	3.2	0.1	-0.1	2.8	0.9	-2.9	nt
O=C(COC(=O)[C@@H]1CCCN1S(=O)(=O)c1ccc(Cl)cc1)NC12CC3CC(CC(C3)C1)C2	nt	-1.0	0.0	2.6	25.1	-25.1	1.5	17.6	-0.9	-0.1
COCC(C)NCc1cccc2ccccc12 (stereo not drawn)	-0.6	1.1	5.7	0.0	14.7	-14.7	5.2	-5.8	0.2	nt
O=c1[nH]cnc2ccsc12	3.5	1.1	-3.6	0.5	1.7	-1.7	3.2	-3.5	nt	3.6
O=C(Nc1nc(-c2ccccc2)cs1)C1CCCCN1S(=O)(=O)c1ccc(Cl)cc1 (stereo not drawn)	0.8	-1.0	-0.3	0.2	-34.2	34.2	nt	1.8	-2.2	nt
Cc1ccc2nc(/C(C#N)=C/c3ccccc3C(=O)O)[nH]c2c1	0.4	0.0	-26.0	3.2	8.2	-8.2	4.1	3.2	0.5	nt
Cc1cccc(NC(=O)NNC(=O)c2ccccn2)c1	2.1	-5.4	13.3	-5.5	34.5	-34.5	-0.9	3.3	0.9	-3.1
Cc1ccc(C)c(S(=O)(=O)Nc2cc3c4c(c2)CC(=O)N4CCC3)c1	-3.9	-0.4	1.8	0.9	-27.3	27.3	3.7	-8.3	-2.7	-1.6
COc1ccc(C(=O)Nc2nc3ccccc3[nH]2)cc1	14.6	-4.8	-43.6	0.2	14.7	-14.7	-2.0	3.8	-2.3	-5.5
CC(=NC(C)C)C1=C(O)C(C)OC1=O (stereo not drawn)	-5.5	0.1	-3.1	4.8	7.4	-7.4	0.5	-0.4	-3.7	1.7
O=C(NNC(=S)NC(=O)c1cccs1)c1cccnc1	-0.8	-7.0	-3.4	-2.5	18.1	-18.1	-5.5	4.2	-15.3	3.9
CCN(c1ccccc1)S(=O)(=O)c1cccc(C(=O)OCC(=O)c2c(N)n(C)c(=O)n(C)c2=O)c1	-4.2	nt	nt	nt	-3.2	3.2	2.4	-8.9	-2.7	-4.1
O=S(=O)(c1ccccc1)c1nc(-c2ccccc2Cl)oc1NCCCN1CCOCC1	-2.0	-0.3	-7.4	-0.7	-4.2	4.2	-0.6	3.2	0.3	10.9
Cc1c(C#N)c2ncn(Cc3ccccc3)c(=O)c2n1-c1ccccc1	-3.0	1.3	4.1	1.2	-25.5	25.5	1.5	5.4	0.4	-1.1
CCOCCN1CCN(C(=O)CN2CCCC2=O)CC1	-2.8	0.3	6.8	6.0	12.8	-12.8	4.6	-1.7	-1.4	4.9
Cc1cccc(NC(=O)CN2C(=O)N/C(=C/c3ccc(C)s3)C2=O)c1	1.2	0.0	-0.2	0.7	7.2	-7.2	2.3	0.4	-1.7	-0.8
CCSc1nnc(COc2ccccc2)n1CC	2.4	0.8	6.9	0.7	-8.0	8.0	1.8	-6.4	0.3	-2.2
C/C(CC(=O)Nc1ccc2ccccc2c1)=N\NC(=O)c1cnccn1	nt	-2.7	-10.5	-3.8	0.2	-0.2	0.4	-4.3	-3.0	-5.7
COc1cccc(NC(=O)N2CCCC2C(=O)NC2CCCCC2)c1 (stereo not drawn)	-4.0	-1.3	5.8	2.3	8.5	-8.5	0.9	-10.6	-1.9	-0.8
COc1ccc(CN2CCC(n3nccc3NC(=O)CCCc3ccccc3)CC2)cc1C	-0.6	-1.1	-5.0	0.1	29.2	-29.2	1.7	-7.3	-2.1	-3.3

Quoted from the listing for reference:
SMILES	Wnt act	E coli growth	MITF TRPM1 HTS	AddAB inh	SR-BI uptake up	SR-BI DiI inh	phage Ecoli inh	Tat transport	CAL PDZ FP-1	CAL PDZ FP-2
COc1ccc(C(=O)Nc2nc3ccccc3[nH]2)cc1	14.6	-4.8	-43.6	0.2	14.7	-14.7	-2.0	3.8	-2.3	-5.5
CC(=NC(C)C)C1=C(O)C(C)OC1=O (stereo not drawn)	-5.5	0.1	-3.1	4.8	7.4	-7.4	0.5	-0.4	-3.7	1.7

Continuation:
SMILES	Wnt act	E coli growth	MITF TRPM1 HTS	AddAB inh	SR-BI uptake up	SR-BI DiI inh	phage Ecoli inh	Tat transport	CAL PDZ FP-1	CAL PDZ FP-2
Cc1oc(-c2ccc(Cl)cc2)nc1CN1CCCC(C(=O)NCCCN2CCCC2=O)C1 (stereo not drawn)	-5.6	-1.1	-16.6	5.9	-9.8	9.8	1.2	-1.6	0.0	nt
Cc1cc(C)c(OCCN(C)Cc2ccccc2)c(Br)c1	-1.0	2.2	14.6	0.9	-0.8	0.8	2.0	-3.5	-0.5	2.5
Cc1cc(C)c(S(=O)(=O)N2CCN(c3ccccn3)CC2)c(C)c1	-2.3	nt	-5.1	nt	-2.3	2.3	1.5	12.6	-0.3	nt
CN(Cc1ccccc1)C(=O)c1cc2ccccc2o1	-0.7	2.3	45.2	1.9	6.3	-6.3	3.0	8.9	-2.1	-1.7
Cn1nc(SCc2ccccc2)c(=O)n(C(c2ccccc2)c2ccccc2)c1=O	-6.5	nt	2.9	nt	-3.2	3.2	2.9	-3.4	0.2	3.1
[O-]/C(=C(\C(=S)Nc1ccc(Cl)cc1)[n+]1ccccc1)c1ccc(OC(F)F)cc1	1.4	2.3	1.3	1.0	-21.8	21.8	4.7	-5.4	-0.9	nt
O=C(O)Cc1sc(-c2cccnc2)nc1-c1ccc(Br)cc1	-0.2	-4.1	-4.2	0.8	-3.2	3.2	1.8	-5.5	-1.8	0.5
